# All columns: NCI-60 one-dose screen, growth in % after 48 h at 10 µM unless noted; 100 = growth as untreated, 0 = no growth, -100 = all killed.
# T-47D = T-47D breast cancer. 79,000 compounds, 5% hits. AID 1794792
# K-562 = K-562 leukemia | 78,000 compounds, 7.4% hits
# LOX IMVI = LOX IMVI melanoma; 79,000 compounds, 7.4% hits; AID 1794757
# BT-549 = BT-549 breast cancer; 78,000 compounds, 4.4% hits; AID 1794793
# MDA-MB-231 = MDA-MB-231 breast cancer; 81,000 compounds, 5% hits
# MDA-MB-468 = MDA-MB-468 breast cancer | 78,000 compounds, 8.5% hits
# MCF7 = MCF7 breast cancer. 82,000 compounds, 6.3% hits
# HS 578T = HS 578T breast cancer; 78,000 compounds, 4.1% hits; AID 1794788
# Active calls of the source: *; . = no result given; [ ] = dose if it differs, or a comment. The calls were made as follows: active = growth percent below 10; inactive = the rest.
compound | T-47D | K-562 | LOX IMVI | BT-549 | MDA-MB-231 | MDA-MB-468 | MCF7 | HS 578T
Cc1ccc(S(=O)(=O)N(CCC#N)CCC#N)cc1 | 92.3 | 99.8 | 103.4 | 107.6 | 115.0 | 96.9 | 90.7 | 98.7
CC(=O)C1=CC[C@H]2[C@@H]3CCC4=CC(=O)CC[C@]4(C)[C@H]3C(=O)C[C@]12C | 68.6 | 87.5 | 89.7 | 80.1 | 81.5 | 58.5 | 77.7 | 105.2
c1ccc2nc(N3CCOCC3)c(N3CCCCC3)nc2c1 | 75.9 | 90.5 | 99.1 | 108.6 | 97.0 | 94.0 | 93.8 | 96.9
Nc1ncnc2c1N=C1c3ccccc3CCC1C(c1ccc(F)cc1)N2 (stereo not drawn) | 89.6 | 111.7 | 87.6 | 111.2 | 93.9 | 106.1 | 93.1 | 82.8
CCOC(=O)c1ccccc1NC(c1ccccc1)c1ccc2cccnc2c1O (stereo not drawn) | . | 30.2 | 11.9 | 17.9 | . | 8.2* | 16.1 | 71.6
Cc1nn(-c2ccccc2)c2nc3nc4c(c(N)c3c(-c3ccc(Cl)cc3)c12)CCCCC4 | 97.9 | 80.6 | 100.9 | 93.7 | 111.1 | 92.4 | 93.1 | 102.7
CS(=O)(=O)c1ccc(-c2nc3ccccc3n2CC(=O)N/N=C/c2ccc(F)cc2)cc1 | 105.0 | 115.1 | 104.0 | 108.7 | 99.6 | 103.3 | 95.1 | 90.4
CSC(=S)N/N=C/c1ccccc1 | 73.1 | 99.6 | 92.6 | 84.3 | 85.5 | 112.3 | 83.5 | 85.8
CN1CCN(c2ccc(Nc3nc(NCCNS(=O)(=O)c4ccc5ccccc5c4)c4sccc4n3)cc2)CC1 | 55.2 | 1.6* | -77.3* | 86.7 | 74.3 | 2.8* | 32.9 | 75.0
COc1ccc(Nc2nc(/N=C/c3ccc(Cl)cc3)n[nH]2)cc1 | 107.6 | 100.4 | 105.2 | 106.1 | 113.2 | 105.2 | 100.3 | 117.0
COc1ccc(C2=NN(C(C)=O)C(c3ccc(N4CCN(Cc5ccccc5)CC4)cc3)C2)cc1 (stereo not drawn) | 79.8 | 85.5 | 97.4 | 89.3 | 94.8 | 90.3 | 81.5 | 93.4
CCCCOCCOC(=O)c1ccccc1C | 104.6 | 100.2 | 95.8 | 100.9 | 109.1 | 110.7 | 103.0 | 105.6
COc1cc2c(cc1OC)C(CCc1ccc(Cl)cc1)N(C)CC2 (stereo not drawn) | 82.4 | 91.1 | 86.5 | 91.9 | 85.2 | 105.8 | 87.6 | 97.0
C=C(Cl)C(=NC(C)(C)C)Nc1ccccc1C | 64.0 | 19.8 | 81.1 | 101.7 | 91.3 | 39.2 | 66.6 | 96.5
COC(=O)c1sc(C(=O)c2ccccc2)c(C#N)c1N | 97.1 | 97.8 | 96.0 | 94.6 | 108.1 | 117.3 | 95.4 | 112.1
Cc1nc2c(O)cccc2cc1CO | 99.4 | 82.8 | 106.2 | 149.3 | 110.2 | 95.2 | 96.8 | 130.0
N=C(N)c1ccc(C(=O)Nc2ccc(F)cc2)cc1 | 89.4 | 116.3 | 103.1 | 100.7 | 117.9 | 94.5 | 98.7 | 111.5
CCCCN(CCCC)C(=O)CC | 124.5 | 101.4 | 103.8 | . | 114.4 | 113.2 | 93.3 | 149.3
C/C(=N/O)c1ccc(N2C(=O)c3ccccc3C2=O)cc1 | 100.7 | 100.1 | 96.0 | 107.4 | 105.3 | 106.0 | 90.5 | 106.1
Cc1ccc(C(=O)NC2c3ccccc3Oc3ccccc32)cc1 | 60.5 | 14.3 | 45.0 | 62.6 | 58.4 | 41.8 | 21.7 | 46.5
CC1=NN(C(N)=S)C(c2ccc(N(C)C)cc2)C1 (stereo not drawn) | 68.5 | 73.5 | 94.4 | 90.3 | 92.5 | . | 74.9 | 90.4
O=C(Cc1ccccc1Nc1c(Cl)cccc1Cl)N/N=C/c1sc(=S)n(-c2ccc(F)cc2)c1O | 93.7 | 87.1 | 78.2 | 103.9 | 97.0 | 76.5 | 84.8 | 88.9
CCCNC(=O)/C(=C/c1c[nH]c2ccccc12)NC(=O)/C=C/c1ccccc1 | 96.1 | . | 93.8 | 109.4 | 106.0 | 111.1 | 97.1 | 99.5
CC12CCCC(CC(=O)c3[nH]c4ccccc4c31)C2 (stereo not drawn) | 24.1 | 11.2 | 36.2 | . | 37.9 | -47.5* | 21.1 | 12.8
CC(=O)c1ccc(OC(=O)Oc2ccc(C(C)=O)cc2)cc1 | 100.4 | 98.4 | 101.8 | 98.1 | 110.4 | 112.2 | 102.9 | 107.6
C/C(=N\N=C\c1ccc(O)cc1)c1nnn(-c2ccc([N+](=O)[O-])cc2)c1C | 97.6 | 96.2 | 58.3 | 111.3 | 97.8 | 120.1 | 86.6 | 98.5
CCN1CCN(C2=NC(=O)/C(=C\c3ccccc3)S2)CC1 | 90.8 | 102.7 | 90.5 | 93.6 | 100.6 | 106.1 | 93.6 | 106.0
CC(=O)Oc1cc(C)ccc1C | 88.7 | 104.4 | 103.5 | 106.3 | 105.6 | 89.2 | 87.1 | 98.2
O=S(Nc1ccccc1)c1cccc(Cl)c1 (stereo not drawn) | 98.7 | 94.2 | 98.8 | 109.2 | 92.4 | 94.0 | 95.6 | 77.7
COc1ccc(S(=O)(=O)O)cc1NS(=O)(=O)c1ccc(C)cc1 | 103.4 | 100.9 | 111.0 | 105.6 | 106.8 | . | 92.7 | 101.9

# In the list so far, these have fluorine.
compound | T-47D | K-562 | LOX IMVI | BT-549 | MDA-MB-231 | MDA-MB-468 | MCF7 | HS 578T
Nc1ncnc2c1N=C1c3ccccc3CCC1C(c1ccc(F)cc1)N2 (stereo not drawn) | 89.6 | 111.7 | 87.6 | 111.2 | 93.9 | 106.1 | 93.1 | 82.8
CS(=O)(=O)c1ccc(-c2nc3ccccc3n2CC(=O)N/N=C/c2ccc(F)cc2)cc1 | 105.0 | 115.1 | 104.0 | 108.7 | 99.6 | 103.3 | 95.1 | 90.4
N=C(N)c1ccc(C(=O)Nc2ccc(F)cc2)cc1 | 89.4 | 116.3 | 103.1 | 100.7 | 117.9 | 94.5 | 98.7 | 111.5
O=C(Cc1ccccc1Nc1c(Cl)cccc1Cl)N/N=C/c1sc(=S)n(-c2ccc(F)cc2)c1O | 93.7 | 87.1 | 78.2 | 103.9 | 97.0 | 76.5 | 84.8 | 88.9

# Other structures:
mol	T-47D	K-562	LOX IMVI	BT-549	MDA-MB-231	MDA-MB-468	MCF7	HS 578T
CCCC1(c2ccccc2)NC(=O)N(CC(=O)NCC(=O)Nc2ccc(F)c(F)c2F)C1=O (stereo not drawn)	93.2	88.0	92.0	75.0	106.9	.	110.2	104.3
CCC(=O)NC1c2ccccc2Oc2ccccc21	105.3	111.8	86.6	102.5	108.4	90.0	93.5	101.1
Oc1cccnc1	100.7	84.9	106.6	94.2	109.6	109.7	99.9	101.9
CN1CCCCC1CCN1c2ccccc2Sc2ccc(S(C)=O)cc21 (stereo not drawn)	100.6	76.6	107.1	73.9	103.6	109.8	103.7	84.9
O=C(NCCCNc1cc(-c2cn(-c3ccccc3)nc2-c2cccc(O)c2)ccn1)Nc1ccc(F)cc1	11.3	5.5*	6.1*	22.0	0.1*	-19.4*	10.8	-21.4*
N#CCN(CC#N)C1CCCCC1	109.3	111.1	107.2	100.9	97.9	102.2	92.3	113.9
COc1ccc(C2=CN3CC=CC3CC2=O)cc1 (stereo not drawn)	75.3	98.4	103.6	105.3	105.5	95.3	93.4	104.2
COc1cc(-n2cc(C#N)c(N)c2C(=O)c2ccc(C)cc2)cc(OC)c1OC	89.7	101.4	99.4	112.3	92.4	95.6	99.9	95.3
CC1(C2CCC3(C)OC3C2)CO1 (stereo not drawn)	98.6	83.9	96.4	94.8	103.0	.	102.9	.
CN1CCCN(CCNc2nccc(-c3c(-c4cccc(O)c4)nc4sccn34)n2)S1(=O)=O	60.7	.	14.2	62.9	44.9	68.9	74.1	54.3

# Other records follow:
mol	T-47D	K-562	LOX IMVI	BT-549	MDA-MB-231	MDA-MB-468	MCF7	HS 578T
CCOC(=O)C(=O)c1c[nH]c2ccccc12	106.1	106.9	100.8	116.9	110.6	105.5	98.6	102.9
O=[N+]([O-])c1ccccc1C(O)Cc1ccc2ccccc2n1 (stereo not drawn)	88.6	108.2	93.0	109.0	68.3	79.7	83.2	98.9
N#Cc1coc(-c2ccccc2)n1	93.1	89.8	103.4	93.2	98.2	110.6	91.4	108.5
COCCn1cc(-c2nc(-c3cc4cccnc4n3CCOC)cs2)c2cc(OC)ccc21	-10.5*	0.4*	15.4	57.0	23.7	-18.4*	5.4*	58.0
FC(F)(F)c1cccc(/C=C/c2nn3c(-c4ccco4)nnc3s2)c1	67.0	91.3	106.6	95.6	104.0	64.2	36.3	110.4
CC1=NN(c2ccccc2)C(=O)C1N=Nc1c(O)cc(S(=O)(=O)O)c2ccccc12 (stereo not drawn)	96.0	91.7	90.5	243.5	76.6	138.2	97.7	90.2
CCCCCCCCCCc1ccc(C(=O)N[C@@H](CO)C(=O)N[C@H](C(=O)N[C@@H](C)C(=O)N[C@H](C(N)=O)[C@@H](C)CC)[C@@H](C)OP(=O)(O)O)cc1	104.7[50 µM]	105.7[50 µM]	101.6[50 µM]	96.0[50 µM]	100.1[50 µM]	108.4[50 µM]	105.3[50 µM]	109.6[50 µM]
COc1ccc2ncccc2c1Cc1c(OC)ccc2ncccc12	59.8	21.5	68.4	90.3	71.1	8.4*	57.0	72.6
Cc1cc(N[C@@H]2CCC[C@H](Nc3ccnc4cc(Cl)ccc34)C2)nc(N2CCCCCC2)n1	-41.8*	.	-86.3*	-87.9*	-85.8*	-65.8*	-63.1*	-46.8*
c1ccc2c[n+](CC[n+]3ccc4ccccc4c3)ccc2c1	103.9	111.0	93.0	.	99.2	103.0	87.3	97.3

# Next entries follow.
mol	T-47D	K-562	LOX IMVI	BT-549	MDA-MB-231	MDA-MB-468	MCF7	HS 578T
CC(=O)/C(=C/n1ccc(=O)[nH]c1=S)C(=O)Nc1ccccc1	96.7	101.8	97.9	106.7	100.4	115.8	97.2	108.0
COc1cc(C(=O)Oc2cccc(CN3CCCCC3)c2)cc(OC)c1OC	104.0	104.8	91.1	100.7	108.2	95.8	90.6	88.2
CCN(C(=O)Nc1ccccc1)c1ccccc1	.	97.9	105.3	105.5	115.0	95.0	102.4	115.2
COC(=O)/C(C#N)=C1/CCC(C(=O)NCc2ccc(Cl)cc2Cl)N1 (stereo not drawn)	94.1	85.4	96.0	108.0	104.1	102.6	96.5	104.5
CCOc1ccc2nc(C)cc(C)c2c1	.	104.8	102.5	111.5	101.3	103.6	102.2	99.3
COc1cc(C=C2C(=O)NC(=O)NC2=O)cc(CN2CCOCC2)c1O	109.8	107.9	105.1	110.6	104.8	100.6	104.4	107.2
Fc1ccc(-c2cn3nc(-c4c[nH]c5ccccc45)sc3n2)cc1	40.2	79.4	74.8	90.4	66.4	86.4	51.6	80.6
Cc1ccc2ccc3ccc(C)nc3c2n1	91.8	60.4	105.6	98.0	105.2	108.0	64.4	95.9
CC1(C)NCCC[C@]2(C)[C@H]3C=CC4=C5C[C@](C)(CO)CC[C@]5(C)CC[C@@]4(C)[C@]3(C)CC[C@@H]12	-63.9*[100 µM]	-25.4*[100 µM]	-91.5*[100 µM]	-87.9*[100 µM]	-94.0*[100 µM]	-79.5*[100 µM]	-70.7*[100 µM]	-46.8*[100 µM]
CC1(C)N=C(N)N=C(N)N1c1ccc(Cl)c(Cl)c1	69.8	23.6	18.8	42.9	68.4	.	21.4	.

# Continued:
mol	T-47D	K-562	LOX IMVI	BT-549	MDA-MB-231	MDA-MB-468	MCF7	HS 578T
COc1ccc(-c2cnc3nonc3n2)cc1OC	67.2	28.7	70.1	107.5	97.0	67.8	53.0	101.6
COc1ccc(NC(=S)Nc2nc3c(=O)[nH]nc(-c4ccc(C)cc4)c3s2)cc1	86.7	104.7	95.1	100.7	98.4	94.0	87.6	104.0
CC(=O)Nc1nc2c(c(N)c1C#N)C(c1cccc(Cl)c1)C1=C(CCCC1=O)N2c1sc2c(c1C#N)CCCC2 (stereo not drawn)	36.7	29.8	51.5	45.9	67.1	47.7	20.7	73.7
COc1cc(CNC(=O)/C=C/C=C/c2ccc3c(c2)OCO3)ccc1OCc1cn(-c2cccc([N+](=O)[O-])c2)nn1	62.3	66.5	81.3	80.9	95.3	49.2	85.6	81.4
Cc1ccc2nc(C)c(-c3nnc(SCc4ccc(Br)cc4)o3)n2c1	72.6	71.2	86.2	85.1	69.5	68.2	69.7	74.8
c1ccc(CN(Cc2ccccc2)c2ccccc2)cc1	86.3	87.4	90.1	.	93.2	114.8	97.0	93.3
COc1cc(/C=C2\C(=O)Nc3ccc(N(C)C)cc32)cc(OC)c1OC	34.3	21.8	32.8	6.8*	24.3	-2.3*	12.0	-18.2*
FC(F)(F)c1ccc(-c2cn3nc(-c4c[nH]c5ccccc45)sc3n2)cc1	40.8	22.4	35.2	92.9	74.2	71.4	21.9	74.2
Cn1nc([N+](=O)[O-])nc1-c1ccccc1	118.0	94.5	106.2	106.1	111.2	124.7	97.0	97.5
OCC1OC(Nc2ccccc2/C=N\O)C(O)C1O (stereo not drawn)	100.7	98.9	97.6	98.4	99.9	108.9	99.0	102.5

# (list continues)
mol	T-47D	K-562	LOX IMVI	BT-549	MDA-MB-231	MDA-MB-468	MCF7	HS 578T
c1ccc2[nH]c(-c3ccc(C4NCCc5c4[nH]c4ccccc54)cc3)nc2c1 (stereo not drawn)	90.8	88.2	98.0	93.2	92.2	94.7	96.7	93.9
O=c1[nH]nc(-c2ccc(Br)cc2)c2sc3ncc(-c4ccc(Br)cc4)n3c12	72.2	82.8	90.2	98.1	95.3	112.8	74.6	93.8
O=C1c2cc3c(cc2-c2c1c1ccc(F)cc1c(=O)n2CCCN1CCOCC1)OCO3	28.4	41.6	8.7*	47.5	104.8	18.5	13.5	100.2
COc1cc(C2N(c3ccc(C)cc3)NC(=O)[C@@H]3CCCN23)cc(OC)c1OC (stereo partly drawn)	70.7	51.8	30.3	105.6	48.7	94.6	74.8	98.6
O=[P@@]1(c2ccccc2)O[C@H](COCc2ccccc2)[C@@H](OCc2ccccc2)[C@H](OCc2ccccc2)[C@H]1O	72.8	93.9	95.7	56.9	73.2	21.3	51.0	-10.7*
